High-throughput results (PubChem)
NR2E3 ag-1 – human photoreceptor-specific nuclear receptor agonism. inhibition of corepressor binding, % at 3.98 µM. hit rate 0.35% among 360,000. AID 602229. CHO-S Gal4-NCOR/VP16-NR2E3 two-hybrid, luciferase. Q9Y5X4;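 active = inhibition above the mean of all tested compounds plus 3 SD, cut at about 70% in these data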;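 note: 0% = DMSO with NR2E3 transfected cells and 100% = cells lacking NR2E3 construct; higher means lower luciferase signal from less NR2E3 corepressor binding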
Target sequence (Q9Y5X4 whole entry, looked up, the tested form may be a part): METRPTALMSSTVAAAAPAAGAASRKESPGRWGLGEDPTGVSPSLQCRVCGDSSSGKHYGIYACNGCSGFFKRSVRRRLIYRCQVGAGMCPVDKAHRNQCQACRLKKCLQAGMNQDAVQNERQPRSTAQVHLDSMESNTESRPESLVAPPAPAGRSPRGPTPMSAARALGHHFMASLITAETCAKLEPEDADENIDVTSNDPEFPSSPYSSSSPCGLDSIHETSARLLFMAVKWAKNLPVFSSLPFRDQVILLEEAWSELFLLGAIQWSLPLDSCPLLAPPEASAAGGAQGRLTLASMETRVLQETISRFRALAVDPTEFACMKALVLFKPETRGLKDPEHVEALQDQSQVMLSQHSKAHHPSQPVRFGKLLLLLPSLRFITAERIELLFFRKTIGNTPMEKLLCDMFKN
KKLEB cytotox – counter-screen for CF NF-kB inhibitors: cytotoxicity. hit rate 0.36% among 360,000. KKLEB CF airway cells viability, ATPlite luminescence, overnight; stronger effect = lower value; cells stimulated with P. aeruginosa culture filtrate. AID 602141. activity change (cytotoxicity), % at 5 µM;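 active = corrected activity change at or below -50% at 5 µM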
iPSC survival up – hiPSC single-cell survival enhancement | ATPlite luminescence; 100% = ROCK inhibitor wells, 0% = DMSO | survival enhancement, % at 20 µM | hit rate 0.044% among 360,000 | AID 602274; in the data active = survival enhancement above about 18%;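 note: cells exposed to compounds for 16 hours before the ATP read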
HIF-2a inh – blocks HIF-2a reporter activity; hit rate 0.72% among 360,000; inhibition, % at 18.8 µM; 786-0 RCC cells HIF-2a reporter, luciferase luminescence, overnight;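 active = inhibition of the luminescence signal of 40% or more relative to plate controls, in a single-dose primary screen at 18.75 µM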
aDG glyco up – alpha-DG glycosylation activation; hit rate 0.22% among 360,000; Pro5-aDG cells, alpha-DG glycosylation AlphaScreen (IIH6); 0% Pro5, 100% B10-LARGE cell signal; activation, % at 10 µM; AID 624168;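 active = activation of at least 8% versus controls, or a plate z-score of at least 8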;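 note: Pro5 are CHO cells carrying HIG-tagged alpha-DG that lacks glycosylation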
Peg3 promoter – reduces Peg3 promoter-driven luciferase expression in HeLa. inhibition, % at 20 µM. hit rate 1.7% among 360,000. HeLa PEG-Prom luciferase reporter, luminescence, overnight. AID 588405;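 active = inhibition of at least 50% at 20 µM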
CF NFkB inh – blocks PAF-induced NF-kB reporter in cystic fibrosis cells | KKLEB NF-kB-GFP reporter, GFP fluorescence overnight | inhibition, % at 5 µM | hit rate 0.86% among 360,000 | AID 588850;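 active = at least 50% inhibition at 5 µM, scaled per plate between neutral and stimulator controls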;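 note: PAF is a Pseudomonas aeruginosa culture filtrate used as stimulus; plate controls were PAF-stimulated DMSO wells for no effect and unstimulated DMSO wells for full effect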
TWEAK-Fn14 inh – inhibitors of TWEAK-Fn14 interaction signaling | TWEAK-stimulated Fn14 reporter cells, luciferase luminescence, 8 h | inhibition, % at 10 µM | hit rate 2% among 360,000 | AID 1159606; in the data active = inhibition above about 50%
NR2E3 ag-2 – NR2E3 (human) agonism; inhibition of corepressor binding, % at 4.78 µM; Q9Y5X4; hit rate 0.12% among 320,000; GST-NR2E3/biotin-RetCOR TR-FRET, 1536-well; AID 2300;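 active = percent inhibition above the cutoff of mean plus 3 SD of all tested compounds, set per screening campaign, cut at about 20% in these data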;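 note: 0% = DMSO wells and 100% = biotin wells as full block of FRET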
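system = GST-tagged NR2E3 plus biotinylated RetCOR corepressor | input = 1.35 nM GST-NR2E3 | also added = 7 nM biotin-RetCOR | schedule = 5 h incubation at 4 °C | measured by = TR-FRET with europium anti-GST and streptavidin-D2, 340 nm excitation | read-out = percent loss of FRET ratio relative to control wells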
MITF TRPM1 inh – MITF TRPM1 promoter inhibition in SK-MEL-5 cells; inhibition, % at 12.5 µM; SK-MEL-5 TRPM1 promoter luciferase, 24 h; hit rate 0.83% among 330,000;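 active = mean inhibition across replicates of 60% or more, whatever share of single replicates reaches that level; inconclusive = some that reach 60%, reason not given; inactive = mean inhibition across replicates below 60%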; note: values of inactives mirror those of a sister screen read the other way
Shn3 inh set2 – inhibitors of Schnurri-3 3'UTR reporter in osteoblasts; Clone20 osteoblast Shn3 3'UTR firefly luciferase, 24 h; inhibition, % at 12.5 µM; hit rate 0.52% among 360,000; AID 588674;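 active = mean inhibition of at least 75% with every replicate also reaching 75%; inconclusive = mean inhibition at least 75% but some replicate below; inactive = mean inhibition below 75%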;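 note: 0% = median of neutral control wells and 100% = pilot-screen positive control compound; some compounds past the cut are filed as inactive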
* marks the source's active call; other numbers are inactive results; ? = inconclusive; · = not tested or not shown.

SMILES	NR2E3 ag-1	KKLEB cytotox	iPSC survival up	HIF-2a inh	aDG glyco up	Peg3 promoter	CF NFkB inh	TWEAK-Fn14 inh	NR2E3 ag-2	MITF TRPM1 inh	Shn3 inh set2
COc1ccc(C2CC(=O)n3c(nc4ccccc43)S2)cc1OC (centres undefined)	-21.7	-2.6	3.3	15.2	0.0	6.0	8.7	1.1	-0.1	-6.2	0.4
CCCCCCCCOC1OC(CO)C(O)C(O)C1NC(C)=O (centres undefined)	-18.4	5.9	-0.6	6.9	0.3	-1.6	5.3	-11.0	2.8	-12.7	-18.3
COC(=O)c1[nH]c2ccc(Cl)cc2c1NC(=O)c1ccccc1[N+](=O)[O-]	-15.9	-1.1	0.5	19.3	0.0	-10.0	2.2	-12.8	-2.5	-4.4	21.3
COc1ccc(C2(c3ccc(OC)cc3)NC(=O)N(CC(=O)Nc3ccc(N4CCOCC4)cc3)C2=O)cc1	-7.3	3.3	2.1	9.4	-0.6	6.1	22.8	-5.3	4.2	8.1	6.4
C[C@@H](C(=O)NCc1ccccc1)[C@H]1C[C@]1(C)[C@H](NC(=O)OCc1ccccc1)c1ccccc1	1.2	-0.8	2.3	0.1	-0.2	35.6	-1.8	16.1	2.5	2.1	21.6
CC(Sc1nnnn1C)C(=O)NC(=O)NC1CCCCC1 (centres undefined)	-21.8	5.5	0.0	3.7	0.0	-4.7	-8.7	0.4	-1.8	-3.0	2.3
Cc1cc(C)c(S(=O)(=O)c2ccc(F)cc2)c(C)c1	-0.7	-2.9	-0.6	16.4	0.1	7.7	-8.1	17.0	·	·	-8.5
CCOc1ccc(CCNC(=O)CCc2nnc3ccc(N4CCCCC4)nn23)cc1OCC	-8.0	-9.2	-1.7	17.3	-0.1	3.4	3.9	-2.9	1.3	·	4.1
COc1ccc([N+](=O)[O-])cc1NC(=O)C(C)OC(=O)CN1C(=O)C2CC=CCC2C1=O (centres undefined)	3.9	-0.6	-0.3	3.2	-0.3	12.6	-5.6	-4.8	-6.3	-5.9	-2.8
CCCSCCCNC(=O)c1ccccc1NC(=O)C1=CSCCO1	-0.1	-20.3	0.1	6.2	-0.1	15.9	17.6	-9.3	-1.8	9.6	7.2
CCOC(=O)C(NC(C)=O)C(=O)Nc1ccc(C(C)C)cc1 (centres undefined)	-3.9	-4.7	0.0	10.9	0.2	19.5	1.4	10.8	4.6	2.7	8.9
O=C1NN(c2ccc(Cl)cc2)C(=O)/C1=C\c1ccc(-c2cccc(C(=O)O)c2)o1	-67.9	6.6	1.2	-25.9	-0.1	-75.0	-2.8	-12.4	·	-10.5	-12.9
O=C(C1CCN(S(=O)(=O)c2cnc[nH]2)CC1)N1CCN(Cc2ccc3c(c2)OCO3)CC1	-7.9	-0.8	-0.5	0.9	-0.1	7.8	-11.2	6.1	1.9	3.2	-4.7
COc1ccc(CNCCS(=O)(=O)NC2CCCCC2)cc1	0.5	6.7	-0.3	11.3	-0.1	5.3	-22.1	-4.5	·	-2.3	21.1
Cc1cc(C(=O)N2CCN(S(C)(=O)=O)CC2)cs1	-5.6	2.9	0.2	3.6	-0.1	-8.6	3.2	-0.5	-3.2	5.9	5.3
Cc1ccc(COc2ccsc2C(=O)NNC(N)=S)cc1	13.7	-1.6	-0.9	17.3	1.0	6.7	-21.8	19.4	1.4	-3.5	-7.0
COc1cc(C(=O)NCC2CCCO2)cc(OC)c1OC (centres undefined)	4.2	-1.8	-1.4	-6.7	-0.1	-11.2	8.9	1.9	2.6	1.5	0.3
CC1=Nn2c(nnc2-c2ccc(F)cc2)SC1	-11.6	6.8	-0.6	7.6	-0.3	13.6	-17.9	-8.7	1.9	3.8	-5.8
CCn1c(SCC(=O)N/N=C/C=C/c2ccco2)nnc1-c1ccccc1	8.3	-1.6	1.1	22.9	-0.1	5.2	1.4	1.3	-1.6	-2.7	-18.0
O=C(Nc1c(-c2ccccc2)[nH][nH]c1=O)c1cccc(C(F)(F)F)c1	-31.3	-23.4	-4.9	4.9	0.1	-1.2	-21.6	-31.2	·	·	-19.1
CNS(=O)(=O)c1cccc(C(=O)OCC(=O)NC2CCCC2)c1	-1.6	-2.5	-0.4	21.7	-0.1	1.6	7.6	-6.5	0.1	3.9	0.4
Cc1ccc(S(=O)(=O)N2[C@@H](c3ccc(C#N)cc3)C(C(=O)O)=C[C@H]2CC2CCCC2)cc1	-11.0	-3.3	0.3	15.0	0.4	2.5	1.4	-13.5	·	-1.5	-5.5
CN(Cc1ccccc1)C(=O)[C@@H]1CCCN1S(=O)(=O)c1ccc(Cl)cc1	-17.9	-10.4	0.0	2.4	0.2	2.1	5.7	-2.9	-0.2	6.3	3.4
C[C@]12CCC(O)CC1CCC1C2CC[C@]2(C)C(c3cc(C(F)(F)F)n[nH]3)CCC12 (some centres undefined)	5.2	-36.9	-0.1	35.8	0.4	100.8*	56.5*	-35.9	-4.0	8.6	10.3
N#Cc1c(N2C(=O)C3C4C=CC(C4)C3C2=O)sc2c1CCC2 (centres undefined)	5.3	0.5	1.5	6.0	0.3	7.2	2.4	-8.9	1.3	2.0	-1.1
CC(OC(=O)c1ccc(S(=O)(=O)N(C)c2ccccc2)cc1)C(=O)NCCC1=CCCCC1 (centres undefined)	-1.6	6.3	-0.4	7.2	0.2	-0.2	7.0	-2.4	-3.4	-0.8	-9.4
Clc1cccc(Cl)c1CON/C=N/c1ncnc2sccc12	60.2	0.5	5.4	-41.1	1.1	-45.4	-0.1	47.3	-4.2	9.9	57.3
COc1cc(/C=C/C(=O)Nc2nc3ccc(S(=O)(=O)N(C)C)cc3s2)cc(OC)c1OC	27.0	-14.6	-2.4	32.0	-0.3	13.6	6.4	12.2	3.7	15.2	30.7
O=[N+]([O-])c1ccc(-c2ccc(/C=N/n3cnnc3)o2)c(Br)c1	-37.3	-10.1	-0.6	-2.3	0.6	16.1	-60.0	-14.4	0.5	10.4	10.9
CCC(CC)C(=O)NCCNC(=O)C(CC)CC	-10.2	3.9	-0.1	5.5	-0.1	-2.8	-10.7	-20.3	-2.0	5.0	8.0
CC(Oc1ccc(Cl)cc1Cl)c1nc(-c2ccc(NC(=O)c3ccncc3)cc2)no1 (centres undefined)	50.6	-1.9	-1.9	14.4	4.2	11.3	-5.5	48.0	-3.4	20.2	?
C/C(=N/OC(=O)c1c(-c2c(Cl)cccc2Cl)noc1C)c1cnccn1	1.4	-3.4	0.4	5.2	0.0	9.0	-10.1	5.0	-0.5	4.0	-0.4
CSCC[C@H](NC(=O)C1CCN(C(=O)[C@@H](N)Cc2ccccc2)CC1)C(=O)O	-31.1	0.1	-0.7	5.7	0.2	-7.9	4.6	15.5	-3.0	5.9	5.9
CCOC(=O)c1ccc(NC(=O)N2CCCCC2)cc1	-75.1	-7.0	-0.2	-180.0	0.2	-175.0	4.5	-0.5	-1.8	-97.0	-68.1
Cc1ccccc1S(=O)(=O)NC(=O)C1(C)CCN1C(=O)Cc1ccc(C(C)(C)C)cc1 (centres undefined)	23.4	-8.6	-1.2	18.4	1.4	3.1	23.5	-14.1	·	·	3.7
CC1CC(C)(C)NC(C)c2ccccc21 (centres undefined)	-20.7	4.0	1.6	4.0	0.1	5.2	3.8	3.9	1.5	1.6	3.6
Cc1cnc(C(=O)Nc2ccc(F)c(F)c2)cn1	-79.7	-2.4	-1.9	-171.0	0.0	-156.6	3.6	-20.8	0.2	-88.8	-14.6
COC(=O)C1(C)NC(c2ccc(F)cc2)C2C(=O)N(c3ccccc3)C(=O)C21 (centres undefined)	-5.3	-4.0	-0.3	20.1	-0.1	8.8	-1.4	14.3	0.5	1.8	-9.4
C=CCNc1ncnc2c1cnn2-c1ccc(Cl)cc1	-155.9	-10.0	-3.3	-222.9	0.1	-243.6	-37.6	25.2	0.1	·	-74.9
CCOC(=O)C(NC(C)=O)C(OC(C)=O)c1cccc([N+](=O)[O-])c1 (centres undefined)	1.5	-4.9	2.9	12.9	0.2	4.3	13.3	9.9	1.0	-4.8	-4.1

Single records (already shown).
COc1ccc([N+](=O)[O-])cc1NC(=O)C(C)OC(=O)CN1C(=O)C2CC=CCC2C1=O (centres undefined) as listed: NR2E3 ag-1: 3.9; KKLEB cytotox: -0.6; iPSC survival up: -0.3; HIF-2a inh: 3.2; aDG glyco up: -0.3; Peg3 promoter: 12.6; CF NFkB inh: -5.6; TWEAK-Fn14 inh: -4.8; NR2E3 ag-2: -6.3; MITF TRPM1 inh: -5.9; Shn3 inh set2: -2.8
CCOC(=O)c1ccc(NC(=O)N2CCCCC2)cc1 as listed: NR2E3 ag-1: -75.1; KKLEB cytotox: -7.0; iPSC survival up: -0.2; HIF-2a inh: -180.0; aDG glyco up: 0.2; Peg3 promoter: -175.0; CF NFkB inh: 4.5; TWEAK-Fn14 inh: -0.5; NR2E3 ag-2: -1.8; MITF TRPM1 inh: -97.0; Shn3 inh set2: -68.1

Additional records follow:
SMILES	NR2E3 ag-1	KKLEB cytotox	iPSC survival up	HIF-2a inh	aDG glyco up	Peg3 promoter	CF NFkB inh	TWEAK-Fn14 inh	NR2E3 ag-2	MITF TRPM1 inh	Shn3 inh set2
CC(=O)c1ccccc1OCC(O)CNC1CCCC1 (centres undefined)	8.0	10.0	-0.4	5.6	0.1	0.5	5.6	-3.9	2.9	-6.8	-0.2
CCN(C(=O)COC(=O)CNC(=O)c1cccs1)c1c(N)n(Cc2ccccc2)c(=O)[nH]c1=O	-23.8	10.7	-0.2	12.0	-0.2	-12.6	5.8	8.2	·	-5.9	-5.0
Cc1nn(C(C)(C)C)c(NC(=O)c2ccc(Cl)cc2)c1Br	-14.7	-3.2	-0.5	14.9	0.0	4.7	-3.7	6.2	0.7	-9.6	-3.1
COC(=O)c1cccc(NC(=O)C2C3CCC(C3)C2C(=O)O)c1 (centres undefined)	-6.5	2.8	-1.3	-2.4	-0.4	8.2	12.6	-3.1	-0.4	-3.1	15.1
O=C(CSc1ccc(Cl)cc1)Nc1ccc(-c2nc3ccccc3[nH]2)cc1	-83.1	-10.2	-0.7	12.3	-0.3	30.3	-8.8	0.5	-17.9	-2.9	-5.5
CCOC(=O)c1c(C)n(-c2ccc(C)cc2)c2ccc(OCC(O)CN3CCN(C)CC3)cc12 (centres undefined)	12.4	-8.5	-2.3	13.5	0.1	78.5*	4.3	-15.3	·	35.3	-1.2
Cn1nccc1C(=O)Nc1ccc(OC(=O)c2ccnn2C)cc1	-4.3	11.0	-1.2	-28.6	-0.1	-3.4	-13.5	18.0	4.1	3.3	5.7
O=C(Oc1ccc2c(c1)O/C(=C\c1ccncc1)C2=O)c1cccs1	12.0	-7.5	-0.4	10.4	0.1	-12.9	16.5	-20.2	-1.0	-11.5	-39.8
Cn1cccc1/C=N/N1CCN(Cc2ccccc2Cl)CC1	5.2	-17.0	-0.4	-12.0	-0.1	-1.8	7.0	3.3	2.0	-9.1	·
